Bioassay records (PubChem BioAssay)
TRPC4 inh = TRPC4 (mouse) channel inhibition; HEK293 TRPC4beta/mu-opioid, DAMGO-evoked Fluo4 calcium flux; active compounds read low; actives 0.39% (n = 300,000); B-score at 10 µM;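 active = B-score over 3 SD under the library average, no early fluorescence shift, positive overall ratio signal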
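Signal: kinetic Fluo4 fluorescence imaging of calcium influx. Material: stable TRPC4beta/mu-opioid receptor HEK293 cells. Probe or stimulus: DAMGO in two steps, submaximal then maximal.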
TMEM16A inh = blocks the mouse calcium-activated chloride channel TMEM16A; Q8BHY3; HEK293 TMEM16A/YFP iodide influx fluorescence, ionomycin; actives 1.2% (n = 310,000); AID 588511; normalized B-score (activity score, 25-100; higher = stronger inhibition) at 10 µM;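 active = ratio plate-corrected score three or more library SD toward inhibition, starting fluorescence score within five deviations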;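 also: score derived from kinetic fluorescence span divided by baseline fluorescence per well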
TRPC4 act = opens the mouse TRPC4 cation channel. Q9QUQ5. HEK293 TRPC4beta/mu-opioid, Fluo4 calcium fluorescence; active compounds read high. B-score at 10 µM. actives 0.49% (n = 310,000);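 active = B-score above 5 SD of library B-scores, and initial fluorescence ratio not above library mean plus 5 SD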;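 also: positive B-score marks a calcium rise read as TRPC4 activation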
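Assay system: HEK293 stable line with TRPC4beta plus mu-opioid receptor. Times: dye 45 min RT, read 110 s. Measured by: kinetic Fluo4 calcium fluorescence. Measure: B score of integrated ratio. Controls: assay buffer as low control, maximal DAMGO as high control.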
TRPC4 potent = allosteric potentiators of mouse TRPC4 channel; HEK293 TRPC4beta/mu-opioid, DAMGO EC20, Fluo-4 Ca2+ flux; active compounds read high; B-score at 10 µM; Q9QUQ5; actives 0.42% (n = 310,000);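 active = B-score of calcium response area above 5 SD of library B-scores, with initial fluorescence ratio within 5 SD of library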;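 also: B-score of integrated fluorescence ratio over time as area under calcium response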
MrgX1 ag = activates human MrgX1 receptor signaling; Q96LB2; MrgX1-HEK293 cells, Fluo-4 calcium fluorescence, agonist mode; active compounds read high; B-score at 10 µM; actives 0.44% (n = 310,000); AID 588627;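 active = calcium response B-score plate-corrected fluorescence ratio at least 3 library SD, with starting fluorescence B-score inside 5 SD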
Target sequence (Q96LB2 whole entry, looked up): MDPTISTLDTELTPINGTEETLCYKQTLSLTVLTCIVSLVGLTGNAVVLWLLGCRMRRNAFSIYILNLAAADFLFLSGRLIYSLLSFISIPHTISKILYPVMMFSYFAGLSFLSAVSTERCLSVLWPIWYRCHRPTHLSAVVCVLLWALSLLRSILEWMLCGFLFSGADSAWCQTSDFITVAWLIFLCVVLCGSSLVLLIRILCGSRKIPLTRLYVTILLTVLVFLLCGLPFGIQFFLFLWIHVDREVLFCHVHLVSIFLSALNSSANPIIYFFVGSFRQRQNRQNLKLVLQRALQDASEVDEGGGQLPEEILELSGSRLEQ
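Test system: HEK293 cells stably expressing human MrgX1 receptor; Input: fifteen thousand cells per well; Dosing: compound delivered in addition one of three; Schedule: overnight seeding, then 1 h dark dye loading; Technique: Fluo-4 NW calcium fluorescence; Measure: B-scored fluorescence response ratio; Controls: positive and negative controls per plate.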
MrgX1 PAM = human MrgX1 positive allosteric modulation, primary screen | Q96LB2 | actives 0.63% (n = 310,000) | B-score at 10 µM | AID 588675 | MrgX1-HEK293, Fluo-4 calcium flux, FDSS; active compounds read high;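 active = plate-corrected calcium response at least 3 library SD above typical, normal starting fluorescence, not activating the receptor alone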;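 also: compound read alongside a low EC10 to EC30 dose of BAM8-22 agonist; peak minus trough fluorescence over baseline measured at the second addition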
MrgX1 antagonist = human MrgX1 receptor antagonism, primary screen; B-score at 10 µM; Q96LB2; actives 1.3% (n = 310,000); MRGX1-HEK293 calcium flux, Fluo-4, BAM8-22 antagonism; active compounds read low;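 active = calcium-response B-score plate-corrected more than 3 library SD below zero, starting fluorescence within 5 deviations, no agonist response on first addition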;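 also: peak minus trough fluorescence over baseline after final BAM8-22 challenge near maximal dose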
SKKanGAS inh = inhibitors of SKKanGAS S. pyogenes growth in kanamycin (SK-promoter or general growth effect); actives 1.3% (n = 300,000); inhibition, % at 7.5 µM; BacTiter-Glo, 6 h;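 active = mean replicate score, as percent of positive control median, at least 50; inconclusive = mean below 50 but one replicate at or above 50; inactive = mean and every replicate below 50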;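 also: strain carries kanamycin resistance gene driven by streptokinase promoter and grows in 40 µg/ml kanamycin; loss of luminescence reflects streptokinase promoter inhibition or plain growth inhibition; 0% = median of DMSO wells and 100% = positive control at its reference dose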
ANO1 activ = activators or potentiators of mouse TMEM16A chloride channel. Q8BHY3. HEK293 TMEM16A/YFP-H148Q/I152L, iodide quench fluorescence; active compounds read low. B-score at 10 µM. actives 0.3% (n = 340,000);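 active = fluorescence-ratio B-score plate-corrected deviation score at least 3 library SD below zero, with starting fluorescence score within 5 deviations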;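 also: channel opened by trigger with iodide after compound preincubation; score built on the fluorescence ratio of max minus min over baseline; more negative score means more quench and so TMEM16A activation or potentiation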
TRPC6 inh = blocks the mouse TRPC6 cation channel; Q61143; B-score at 10 µM; actives 1.1% (n = 310,000); HEK293-TRPC6, membrane potential dye, ACh-evoked depolarization; active compounds read low;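 active = B-score under library mean minus 3 SD, initial fluorescence not abnormally high, positive integrated signal ratio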;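 also: B-score derived from integrated fluorescence ratio over the kinetic read; more negative B-score means stronger inhibition of depolarization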
TRPC6 activator = mouse TRPC6 channel activation | HEK293-TRPC6 membrane potential dye fluorescence; active compounds read high | B-score at 10 µM | actives 0.13% (n = 310,000);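 active = B-score of the integrated fluorescence ratio above library mean plus 3 SD, and starting fluorescence ratio within library mean plus 5 SD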;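 also: higher score means more depolarization so channel activation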
* hit, by the source's call; i = inactive; ? = inconclusive; nt = no result given.

cpd	SMILES	SKKanGAS inh	TMEM16A inh	ANO1 activ	TRPC4 inh	TRPC4 potent	TRPC6 activator	MrgX1 PAM	MrgX1 antagonist	MrgX1 ag	TRPC6 inh	TRPC4 act
1	Clc1cccc(/C=N/N2CCN(Cc3ccccc3)CC2)c1	1	i	i	i	i	i	i	i	i	i	i
2	Cc1ccccc1-n1c(C)nnc1SCC(=O)NNC(=O)c1ccccc1	-13	i	i	i	i	i	i	i	i	i	i
3	Cc1ccc(NC(=O)CNC(=O)c2ccc(C)s2)nc1	-6	i	i	i	i	i	i	i	i	i	i
4	O=C1/C(=C\c2ccc(Br)cc2)SC(=S)N1NS(=O)(=O)c1ccccc1	24	i	i	i	i	i	i	i	i	i	i
5	N#CCc1nn2c3c(cnc2c1C#N)C(=O)CCC3	3	i	i	i	i	i	i	i	i	i	i
6	COc1ccccc1CNC(=O)COC(=O)c1ccccn1	-2	i	i	i	i	i	i	i	i	i	i
7	O=C(O)c1cccc(S(=O)(=O)N2CCN(Cc3ccc4c(c3)OCO4)CC2)c1	5	i	i	i	i	i	i	i	i	i	i
8	Cn1c2ccccc2c(=O)c2c(=O)n(-c3ccc(F)cc3)c(-c3cccs3)nc21	?	i	i	i	i	i	i	i	i	i	i
9	COc1ccc(/C=N/NC(=O)CN2CCSCC2)c(OC)c1	0	i	i	i	i	i	i	i	i	i	i
10	Nc1c(C(=O)O)sc2nc(-c3ccccc3)cc(-c3ccc(F)cc3)c12	11	i	i	i	i	i	i	i	i	i	i
11	CN1CCN(c2nc3c(c(=O)n(C)c(=O)n3C)n2Cc2ccc(Cl)cc2)CC1	-2	i	i	i	i	i	i	i	i	i	i
12	CC(C)C(=O)NC(NC(=S)NC1CCS(=O)(=O)C1)C(Cl)(Cl)Cl (centres undefined)	8	i	i	i	i	i	i	i	i	i	i
13	CN(C)CCNC(=O)c1sc2cccc(F)c2c1Cl	4	i	i	i	11*	i	i	i	i	i	i
14	COc1ccc(CNC(=O)C2CCN(S(=O)(=O)c3cccnc3)CC2)cc1	-12	i	i	i	i	i	i	i	i	i	i
15	O=C(Nc1ccc(Cl)cn1)C1CCN(S(=O)(=O)c2cccs2)CC1	-1	i	i	i	i	i	i	i	i	i	i
16	O=C(/C=C/c1cccnc1)c1ccccc1O	2	i	i	i	i	i	i	i	i	i	i
17	Cc1cc(C)nc(SC2CC(=O)N(c3ccc(C)c(C)c3)C2=O)n1 (centres undefined)	-2	i	i	i	i	i	i	i	i	i	i
18	O=C(COC(=O)CNC(=O)c1ccccc1)Nc1ccc(S(=O)(=O)N2CCOCC2)cc1	-5	i	i	i	i	i	i	i	i	i	i
19	CCCCNC(=O)N1CCN(C(=O)C2CCCO2)CC1 (centres undefined)	-11	i	i	i	i	i	i	i	i	i	i
20	CC1(C)C(=O)Nc2ccccc2N1C(=O)COC(=O)C12CC3CC(CC(O)(C3)C1)C2	-1	i	i	i	i	i	i	i	i	i	i
21	CCOC(=O)c1c(NC(=O)/C=C/C(=O)O)sc(C)c1-c1ccc(Cl)cc1	2	i	i	i	i	i	i	i	i	i	i
22	Cc1nn(Cc2ccccc2)c(C)c1C(=O)NCCN1C(=O)S/C(=C\c2ccccc2)C1=O	6	i	i	i	i	i	i	i	i	i	i
23	CCOc1ccc(/C=N/NC(=O)C(=O)NCc2ccco2)cc1	3	i	i	i	i	i	i	i	i	i	i
24	COc1cccc(N=NC2C(=O)N(C(N)=S)N=C2C)c1 (centres undefined)	-2	i	i	i	i	i	i	i	i	i	i
25	CCO[C@H]1OC(C(=O)N2CCOCC2)=C[C@@H](c2ccc(C(F)(F)F)cc2)[C@@H]1CCCO	2	i	i	i	i	i	i	i	i	i	i
26	COc1ccc(-n2ccc(-c3nn(-c4cccc(C(F)(F)F)c4)ccc3=O)n2)cc1	-5	i	-43*	i	i	i	i	i	i	i	i
27	O=C(CCC(=O)Nc1ccccc1Cl)N/N=C/c1c[nH]c2ccccc12	-4	i	i	i	i	i	i	i	i	i	i
28	COc1ccc(NC(=O)CSc2nc(O)cc(=O)n2-c2ccc(OC)cc2)cc1	54*	i	i	i	i	i	i	i	i	i	i
29	O=C(/C(=C(\[O-])c1ccccc1)[n+]1ccc2ccccc2c1)c1ccccc1	7	i	i	i	i	i	i	i	i	i	i
30	Cc1nc2ccccc2c2nc(NC(=O)C(F)(F)F)nn12	-3	i	i	i	i	i	i	i	i	i	i
31	O=C(Nc1ccc(Cl)cc1)OCc1cc(-c2ccccc2)on1	-1	i	i	i	i	i	i	i	i	i	i
32	COc1ccc(Br)cc1/C=N/N1CCN(Cc2ccccc2Cl)CC1	6	i	i	i	i	i	i	i	i	i	i
33	Cc1nnc(SC(C)C(=O)Nc2c(C)n(C)n(-c3ccccc3)c2=O)n1N (centres undefined)	3	i	i	i	i	i	i	i	i	i	i
34	c1ccc(SCCCCNC2CCCC2)cc1	7	i	i	i	i	i	i	i	i	i	i
35	COc1ccc(OC)c2[nH]c(C(=O)N3CCC(C(=O)O)CC3)cc12	4	i	i	i	i	i	i	i	i	i	i
36	O=C(O)CCn1c(=O)n(CCC(=O)O)c(=O)n(CCC(=O)O)c1=O	-8	i	i	i	i	i	i	i	i	i	i
37	Nc1nc(N2CCCCC2)nc(N2CCCCC2)n1	-5	i	i	i	i	i	i	i	i	i	i
38	COc1ccc(OC)c(Nc2ncnc3ccc(Br)cc23)c1	-12	i	i	i	i	i	i	i	i	i	i
39	Cc1[nH]c(=O)[nH]c(=O)c1/C=C/C(=O)O	2	i	i	i	i	i	i	i	i	i	i
40	COc1ccc(CN2CCC(C(N)=O)CC2)cc1OCc1ccccc1	1	i	i	i	i	i	i	i	i	i	i
41	Cc1ccc(Cn2c(SCC(=O)N/N=C/c3ccc(C)o3)nc3ccccc32)cc1	30	i	i	i	i	i	i	i	i	i	i
42	COC(=O)CNC(=O)CSc1nnc(C)c(=O)[nH]1	-13	i	i	i	i	i	i	i	i	i	i
43	COC(=O)C1=CNC=C(C(=O)OC)C1c1cccc(OC)c1	10	i	i	i	i	i	i	i	i	i	i
44	Cc1cc(Cl)ccc1OCC(=O)NNC(=O)c1cccs1	-9	i	i	i	i	i	i	i	i	i	i
45	O=C(c1sccc1-c1ccccc1)N1CCN(S(=O)(=O)c2ccccc2F)CC1	-8	i	i	i	i	i	i	i	i	i	i
46	O=c1oc2ccccc2n1CCc1ccccc1	-2	i	i	i	i	i	i	i	i	i	i
47	CCCCCn1nc(C(=O)OCC(=O)c2c(N)n(C)c(=O)n(C)c2=O)c2ccccc2c1=O	37	i	i	i	i	i	i	i	i	i	i
48	COCCCn1c(SCC(=O)NC(C)(C)C)nnc1-c1ccccc1	-8	i	i	i	i	i	i	i	i	i	i
49	CCC(C)Sc1ccc([C@@H]2[C@H]3C(=O)N(CC)C(=O)[C@H]3[C@]3(C(=O)OC)CCCN23)cc1OC (some centres undefined)	nt	i	i	nt	nt	nt	i	i	i	nt	nt
50	Cc1ccc(CN2CCN(c3ccccc3)CC2)o1	3	i	i	i	i	i	i	i	i	i	i
51	Cc1ccc(C(=O)N(c2ccccc2)C2CC(C)N(C(=O)c3ccco3)c3ccccc32)cc1 (centres undefined)	8	i	nt	i	i	i	17*	i	i	i	i
52	Cc1cc(F)ccc1S(=O)(=O)N1CCCOC1CNC(=O)C(=O)NCc1ccccn1 (centres undefined)	10	i	i	i	i	i	i	i	i	i	i
53	N=c1c(S(=O)(=O)c2ccc(Cl)cc2)cc2c(=O)n3ccccc3nc2n1CCc1ccccc1	15	i	i	i	i	i	i	i	i	i	i
54	CCOC(=O)NC(=O)C(=CNc1ccccc1C)C(=O)NC(=O)OCC	-5	i	i	i	i	i	i	i	i	i	i
55	CN=C1C=C/C(=N/N=c2\ccn(O)cc2C)C=C1C	19	i	i	i	i	i	i	i	i	i	i
56	COCC(C)NC(=O)c1cc(-c2ccc(O)cc2)on1 (centres undefined)	-3	i	i	i	i	i	i	-6*	i	i	i
57	COc1ccc(OCC(=O)N2CCc3ccccc3C2)cc1	1	i	i	i	i	i	i	i	i	i	i
58	C=CCn1c(=O)c2c3c(sc2n2c(Nc4ccc(C(=O)OCC)cc4)nnc12)CCCC3	?	i	i	i	i	i	i	i	i	i	i
59	Cc1nnc(NC(=O)c2ccc3c(c2)C(=O)N(CCC(C)C)C3=O)s1	10	i	i	i	i	i	i	i	i	i	i
60	CCOC(=O)C1C(=O)OC(C)(C)C1C(C)C(=O)c1ccccc1 (centres undefined)	5	i	i	i	i	i	i	i	i	i	i

(further entries)
cpd	SMILES	SKKanGAS inh	TMEM16A inh	ANO1 activ	TRPC4 inh	TRPC4 potent	TRPC6 activator	MrgX1 PAM	MrgX1 antagonist	MrgX1 ag	TRPC6 inh	TRPC4 act
61	CCOC(=O)COn1c(SCC(=O)OCC)nc2ccccc2c1=O	-2	i	i	i	i	i	i	i	i	i	i
62	O=C(NCCNc1ccc([N+](=O)[O-])cc1)c1cc(F)c(F)cc1Cl	-1	i	i	i	i	i	i	i	i	i	i
63	CCCCn1c(N)c(N(CCOC)C(=O)c2ccc(-c3ccccc3)cc2)c(=O)[nH]c1=O	3	i	i	i	i	i	i	i	i	i	i
64	O=C(CNC(=O)c1ccc(-c2ccccc2)cc1)OCc1c(F)cccc1Cl	-2	i	i	i	i	i	i	i	i	i	i
65	Cn1c(=O)c2[nH]c(N=NNc3ccccc3F)nc2n(C)c1=O	0	i	i	i	i	i	i	i	i	i	i
66	CN1CCN(c2ccc(Cl)cc2NC(=O)/C=C/c2ccc(F)cc2)CC1	-8	i	i	i	13*	i	i	i	i	i	i
67	CCC1CCc2c(c3ccccc3[nH]c2=O)O1 (centres undefined)	0	i	i	i	i	i	i	i	i	i	i
68	CN(CC(=O)Nc1ccc(N2CCOCC2)cc1)C(=O)CC(c1ccccc1)c1ccccc1	nt	i	i	i	i	i	i	i	i	i	i
69	Cc1cc(C)cc(CSCC(=O)NN=C2CCCCCC2)c1	1	i	i	i	i	i	i	i	i	i	i
70	Cc1c(OCC(=O)NCc2ccncc2)ccc2c3c(c(=O)oc12)CCCC3	-5	i	i	i	i	i	i	i	i	i	i
